Cdc25B inh: inhibitors of human Cdc25B phosphatase; P30305; recombinant Cdc25B, OMFP fluorescence Ex485/Em525; inhibition, %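 (compounds tested at 10 µM final in the well)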; 0.1% of 65,000 active; AID 368; in the data active = inhibition above about 50%
Hsp90 inh: displaces geldanamycin probe from tumor Hsp90. AID 429. P07900. inhibition, % at 30 µM. 0.35% of 64,000 active. NCI-N417 lysate Hsp90, Cy3B-geldanamycin FP displacement;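 active = inhibition above 50%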;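 also: 0% = tracer plus lysate wells and 100% = tracer alone without lysate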
CatL inh: blocks human cathepsin L protease activity; P07711; purified cathepsin L, fluorogenic substrate, fluorescence; inhibition, %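 (tested at 10 µM)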; 0.17% of 58,000 active; in the data active = inhibition above about 45%;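 also: 0% = enzyme with no compound and 100% = no enzyme blank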
FXIa inh mix: inhibitors of human coagulation factor XIa, pooled mixtures. inhibition, % at 5 µM. purified FXIa, fluorogenic substrate. 0.19% of 62,000 active. P03951;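 also: each value is inhibition by a whole ten-compound pool holding the compound; 0% = enzyme with no mixture and 100% = wells lacking enzyme; strong numbers were not always called active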
Target sequence (P03951 19-387 limits assumed): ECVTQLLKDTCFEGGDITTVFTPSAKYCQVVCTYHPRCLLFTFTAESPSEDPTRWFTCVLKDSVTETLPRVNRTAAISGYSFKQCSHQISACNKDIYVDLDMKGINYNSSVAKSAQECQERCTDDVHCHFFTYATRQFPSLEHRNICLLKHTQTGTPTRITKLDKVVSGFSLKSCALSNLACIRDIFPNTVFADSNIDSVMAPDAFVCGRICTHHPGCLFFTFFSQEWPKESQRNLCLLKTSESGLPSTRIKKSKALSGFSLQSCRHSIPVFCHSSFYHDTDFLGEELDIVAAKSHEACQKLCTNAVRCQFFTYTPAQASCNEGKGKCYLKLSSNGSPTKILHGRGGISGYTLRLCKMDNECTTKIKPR
Target sequence (P03951 388-625 limits assumed): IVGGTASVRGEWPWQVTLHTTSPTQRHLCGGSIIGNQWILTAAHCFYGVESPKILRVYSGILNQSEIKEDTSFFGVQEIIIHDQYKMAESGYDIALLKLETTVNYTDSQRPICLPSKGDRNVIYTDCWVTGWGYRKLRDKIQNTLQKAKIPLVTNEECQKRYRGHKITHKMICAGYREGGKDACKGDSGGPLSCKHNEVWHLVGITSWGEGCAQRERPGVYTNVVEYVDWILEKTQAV
FXIIa inh mix: factor XIIa (human) inhibition, mixture screen; purified FXIIa, fluorogenic substrate, pooled mixtures; inhibition, % at 5 µM; 0.2% of 62,000 active; AID 684;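 also: 0% = enzyme without compound and 100% = no enzyme blank; some results filed as inactive read as strong as hits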
DUSP1 inh: inhibitors of human MKP-1 phosphatase; P28562; 0.15% of 65,000 active; recombinant MKP-1, OMFP hydrolysis fluorescence; inhibition, %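 (compounds tested at a single concentration somewhere between 10 and 100 µM)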;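 active = inhibition above about 50%, limit read from the data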;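 also: 0% = DMSO max control wells and 100% = wells with enzyme stopped by NaOH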
HTR1A agonist: agonists of human 5-HT1a serotonin receptor | P08908 | CHO 5-HT1a Ga15 NFAT-bla reporter, FRET ratio; 0% basal, 100% maximal reference agonist | activation, % at 10 µM | 0.56% of 65,000 active | AID 567;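 active = activation above the screen-wide mean activation plus 3 SD, cut at about 19% in these data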;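 also: 0% = DMSO wells and 100% = 5-CT at EC100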
Target sequence (P08908 whole entry, looked up): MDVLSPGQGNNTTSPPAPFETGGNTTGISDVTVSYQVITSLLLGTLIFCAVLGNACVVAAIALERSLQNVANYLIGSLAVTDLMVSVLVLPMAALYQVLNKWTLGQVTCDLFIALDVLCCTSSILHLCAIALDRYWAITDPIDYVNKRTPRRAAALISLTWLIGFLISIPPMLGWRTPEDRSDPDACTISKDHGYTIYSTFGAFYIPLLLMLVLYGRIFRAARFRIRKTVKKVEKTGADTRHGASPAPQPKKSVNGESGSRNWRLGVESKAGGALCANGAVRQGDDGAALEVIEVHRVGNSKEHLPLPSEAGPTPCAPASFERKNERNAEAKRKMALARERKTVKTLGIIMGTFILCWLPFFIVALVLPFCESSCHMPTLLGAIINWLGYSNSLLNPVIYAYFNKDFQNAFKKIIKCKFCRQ
CatG inh: cathepsin G (human) inhibition. P08311. purified enzyme, AMC-tetrapeptide fluorescence, pooled mixtures. inhibition, % at 5 µM (by protocol). 0.2% of 62,000 active. AID 581;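 active = inhibition above 20% in each of the two mixture wells holding the compound; inactive = inhibition of 20% or less in either well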;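 also: 0% = enzyme control without mixture and 100% = blank lacking enzyme; strong numbers were not always called active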
C1s block: human complement C1s inhibition; P09871; 0.16% of 62,000 active; purified C1s, fluorogenic AMC substrate, pooled mixtures; mean inhibition % of two 10-compound mixtures (stronger effect = higher value), % at 5 µM (by protocol); AID 538;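 active = inhibition above 20% in each of the two 10-compound mixture wells holding the compound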;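 also: 0% = enzyme wells lacking compound mixture and 100% = no-enzyme blank wells; some compounds called inactive have numbers as strong as hits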
Numbers without * were called inactive; / = no result given. Rule as the data show it, unless noted: active = inhibition above about 20% (passing the limit was not always enough); inactive = the rest.

#	smiles	Cdc25B inh	Hsp90 inh	CatL inh	FXIa inh mix	FXIIa inh mix	DUSP1 inh	HTR1A agonist	CatG inh	C1s block
1	CC(=O)N1CCCc2cc(S(=O)(=O)N3CCN(c4ccccn4)CC3)ccc21	-1	0	3	7	5	-1	-1.5	10	14
2	O=C1NCC(CN(c2ccccc2)c2ccccc2)O1 (configuration not stated)	-4	-3	-6	2	0	-5	-0.1	12	16
3	CCCNC(=O)Cc1ncn[nH]1	14	0	10	8	7	-2	-3.4	5	-7
4	COc1ccc(-n2nc3c(c2NC(=O)Cc2cccc(C)c2)CS(=O)C3)cc1 (configuration not stated)	-6	-2	/	-4	4	-14	1.0	6	-6
5	CCC(C)NC(=O)CCS(=O)(=O)c1ccc2c(c1)n(C)c(=O)c(=O)n2C (configuration not stated)	-12	-2	3	2	10	1	-4.0	7	5
6	CC(=O)C1=C(NC(=O)c2ccccc2F)C[C@@H]2[C@H]1C2(C)C	23	-2	10	10	1	-10	1.3	6	2
7	Cn1c(=O)c2c(nc(Oc3ccccn3)n2C)n(C)c1=O	1	-7	6	-6	1	21	-4.4	0	-15
8	COc1ccccc1CN(Cc1cc2cc(C)cc(C)c2[nH]c1=O)Cc1nnnn1CC1CCCO1 (configuration not stated)	-10	0	0	6	30	40	4.0	0	-31
9	COc1ccccc1CNS(=O)(=O)c1cccc(S(=O)(=O)N2CCOCC2)c1	9	-10	8	-3	-3	-2	-2.7	5	-13
10	COc1cccc(C2c3c(oc4ccc(Cl)cc4c3=O)C(=O)N2c2cc(C)on2)c1OC (configuration not stated)	-13	-3	-6	6	6	9	-0.2	12	17
11	Cc1c(/C(O)=C2/C(=O)C(=O)N(CCN3CCOCC3)C2c2ccco2)cnn1-c1ccccc1 (configuration not stated)	5	1	14	-1	-5	-6	-2.0	3	6
12	O=C1OCc2ccc(NC(=O)C3CCCCC3)cc21	-4	-2	-3	12	5	19	-0.4	-6	-87
13	O=C(NC(Cc1ccccc1)C(=O)O)c1ccccc1 (configuration not stated)	-15	1	30	2	27	4	-3.8	7	0
14	O=C1CCCCCN1CP(=O)(O)CCc1ccccc1	-9	-2	6	15	9	2	2.7	48	4
15	S=c1[nH]c2ncccc2o1	1	-3	-4	0	8	-16	-1.9	14	15
16	Clc1ccc(-c2cn3c(n2)CCC3)cc1	-19	-6	8	/	/	-21	-0.5	/	/
17	CCCCN(C)C(=O)c1cn(C)c2ccc(S(=O)(=O)N(C)C)cc2c1=O	-8	2	-1	9	3	-9	-3.0	5	12
18	CCCCn1cnc2sc3c(c2c1=N)CCCC3	-11	-1	2	10	-17	5	0.4	-5	-5
19	CC(=O)C(Sc1nc(-c2ccco2)nc2c1c(=O)n(C)c(=O)n2C)C(=O)N(C)C (configuration not stated)	-14	-4	-14	8	11	37	-2.3	16	0
20	CCOC(=O)c1ccccc1NC(=O)Cn1cnc2c1c(=O)n(C)c(=O)n2C	2	-2	19	8	11	7	1.2	12	18
21	O=C(Cn1cnc2c(nnn2Cc2ccc(F)cc2)c1=O)N1CCN(c2ccccc2)CC1	-6	2	5	-4	11	3	-1.2	11	39
22	CC(=O)Nc1ccc(S(=O)(=O)N2CCC(c3nc4ccccc4[nH]3)CC2)cc1	4	-1	0	2	6	-10	-0.3	5	1
23	CCC1Oc2ccccc2N(CC(=O)NCCC2=CCCCC2)C1=O (configuration not stated)	-7	-1	-8	2	2	24	-2.5	10	-4
24	COC(=O)[C@H](Cc1ccccc1)NC(=O)NCC1CCCO1 (some centres not stated)	0	-3	/	12	0	-20	1.1	9	2
25	CN1CCc2c(sc3c2C(=O)NC(c2ccccn2)N3)C1 (configuration not stated)	-26	-5	32	-1	-18	-26	8.3	-1	7

(further entries)
#	smiles	Cdc25B inh	Hsp90 inh	CatL inh	FXIa inh mix	FXIIa inh mix	DUSP1 inh	HTR1A agonist	CatG inh	C1s block
26	O=C(CN1CCOCC1)NC1CC2CCC1C2 (configuration not stated)	-13	-4	1	-1	4	-3	-0.8	-3	-6
27	COc1ccc(CNC(=O)Cn2nc(-c3ccc4c(c3)OCCO4)ccc2=O)cc1	-8	-5	-9	3	2	23	-1.9	2	0
28	O=C(C1=C(O)C(=O)N(c2ncccn2)C1c1cccs1)c1ccco1 (configuration not stated)	-3	-5	8	6	1	-2	-1.3	10	-5
29	COC(F)(C(=O)Nc1ccc2c(c1)C(=O)NC2=O)C(F)(F)F (configuration not stated)	15	-1	15	3	14	1	-0.3	1	5
30	COc1cc(NC(=O)Nc2ccccc2)c(OC)cc1NC(=O)CN1CCCCC1	-1	-1	-3	2	8	12	-0.5	10	15
31	CCC(=O)Nc1ccc(-c2nnc(SCC(=O)Nc3nccs3)n2C)cc1	-3	-1	14	10	-5	3	-0.8	0	0
32	COc1ccccc1Nc1nc(C)cc(=O)[nH]1	-6	-5	9	3	3	11	-1.0	1	-6
33	c1ccc2[nH]c(SCc3cscn3)nc2c1	-4	-6	10	-3	17	-5	-0.9	4	-28
34	Cc1cc(N2CCN(C)CC2)nc2ccc(NC(=O)CCC(=O)NCCC3=CCCCC3)cc12	-25	0	-43	4	0	5	-1.8	7	4
35	Cc1ccc(N2C(N)=C(C#N)C(c3cccnc3)C3=C2CC(C)(C)CC3=O)cc1 (configuration not stated)	2	-7	10	0	-3	-1	0.1	7	-10
36	CCC1CCCCN1CCCNC(=O)CNC(=O)Cn1ccc2ccccc2c1=O (configuration not stated)	-8	/	6	10	5	0	-1.8	-1	3
37	CCC(C)(C(=O)NC1CCCCC1)N(Cc1ccco1)C(=O)CC1NC(=O)NC1=O (configuration not stated)	-11	/	1	3	10	16	-0.7	-3	-21
38	O=C(c1cc2cc3ccc(Cl)cc3nc2o1)N1CCN(Cc2ccc3c(c2)OCO3)CC1	12	0	/	7	5	-4	0.3	12	13
39	CC(=O)c1ccc(Cc2cnc(N)s2)cc1	-8	-5	8	2	21*	3	-0.1	11	18
40	O=C(O)C1CC=CCC1C(=O)Nc1ccccc1Cl (configuration not stated)	-4	-1	29	10	3	24	-1.6	2	6
41	COc1ccccc1NC(=O)C1CCCN1C(=O)NCc1ccccc1 (configuration not stated)	11	3	-12	1	-21	2	2.5	11	2
42	CCCCSc1nnc(-c2ccc(C)cc2)o1	-8	-2	5	3	5	5	-0.9	-5	-2
43	CCOC(=O)N1CCC(N(C(=O)Nc2ccc(CC)cc2)C(C)CC)CC1 (configuration not stated)	-2	1	-8	41	-16	13	11	13	19
44	O=C(CCc1nc2ccccc2s1)N1CCN(S(=O)(=O)c2cccs2)CC1	4	-2	-9	7	2	-10	-1.2	10	17
45	CCOC(NC(=O)c1ccccc1)C(NC(=O)c1ccccc1)OCC (configuration not stated)	-5	-5	14	1	5	-3	1.5	7	0
46	COc1ccc2c(CC(=O)NCc3ccc4c(c3)OCO4)coc2c1	6	1	11	15	25	19	-3.2	0	-32
47	Cc1cc(C(=O)COc2nncc3ccccc23)c(C)n1C	3	-2	18	5	2	-1	-0.7	18	-2
48	COc1cc(Cl)c(C)cc1NC(=O)CSc1nnc(-c2ccccn2)n1Cc1ccco1	-10	-2	-16	4	1	-10	0.6	-4	-2
49	CCn1c(CNC(=O)c2cccc(C)c2)nc2ccccc21	-7	-1	6	3	6	-1	-4.1	-3	-2
50	Cn1ncc(N=Cc2ccccc2O)c1C(=O)Nc1ccccc1	16	6	0	/	/	-21	-1.1	/	/

The list continues:
#	smiles	Cdc25B inh	Hsp90 inh	CatL inh	FXIa inh mix	FXIIa inh mix	DUSP1 inh	HTR1A agonist	CatG inh	C1s block
51	O=C(Nc1nc(-c2cccs2)cs1)c1ccc(S(=O)(=O)N2CCCC2)cc1	-18	-3	1	4	3	27	-0.5	2	-14
52	Cc1ccc(-c2noc(CSc3nnnn3-c3ccccc3)n2)cc1	-22	-5	-1	8	-5	0	-1.4	-2	0
53	O=C(c1cccs1)N1CCN(Cc2ccc3c(c2)OCO3)CC1	1	-1	/	-6	4	10	-3.1	0	-8
54	CC1CCCCC1NC(=O)CCCc1nc2ccccc2c(=O)[nH]1 (configuration not stated)	-5	1	11	-4	4	1	-1.1	5	-15
55	CCCN1Cc2cccc(C(=O)Nc3cc(OC)cc(OC)c3)c2C1=O	-4	-3	-1	13	3	32	-2.7	-9	-104
56	CCCCNC(=O)CS(=O)Cc1nc(-c2cccc(Cl)c2)oc1C (configuration not stated)	-14	-4	/	4	-1	6	-1.0	2	-33
57	NC(=O)C1(N2CCCCC2)CCN(C(=O)c2ccc(-n3cnnn3)cc2)CC1	-4	-4	8	0	0	8	-0.4	6	3
58	O=C(NCc1cccs1)c1nc2c(nnn2Cc2ccc(F)cc2)c(=O)[nH]1	-2	1	6	-3	5	33	-2.6	-2	-32
59	Cc1cc(=O)oc2cc(OCC(=O)OCC(=O)N3CCc4ccccc43)ccc12	-3	-2	9	2	1	17	2.1	6	14
60	CCC1CCCCN1C(=O)COC(=O)c1ccc(S(=O)(=O)N2CCOCC2)cc1 (configuration not stated)	3	-2	-8	13	1	30	-0.7	0	-1
61	Cc1ccc(S(=O)(=O)Nc2ccc(S(=O)(=O)N3CCCC3)cc2)cc1	3	-2	4	8	3	1	-0.8	0	1
62	O=C(Nc1cccnc1)c1cc2c(ccc3ccccc32)o1	-4	-2	11	-2	3	2	-0.2	-6	1
63	CC(C)c1nc2oc3c(NCC4CCCO4)ncnc3c2c2c1CCC2 (configuration not stated)	2	-5	-8	-1	6	44	2.3	7	10
64	CCc1nnc(NC(=O)CSc2nnc(CNc3cccc(C)c3)n2-c2ccccc2)s1	3	1	26	1	8	7	-0.7	13	11
65	COc1ccc2c(c1)cc1n2CCN2CCCN=C12	-8	-5	/	4	11	0	-1.5	2	1
66	COc1ccc(-c2noc(COc3ccc4c(c3)OCO4)n2)cc1	-6	0	-4	6	1	8	1.5	11	11
67	CC(C)(C)c1cccc(/C=N/O)c1O	1	-2	-5	/	/	-35	2.1	/	/
68	O=S(=O)(NCCSc1nnnn1-c1ccccc1)c1cccs1	-6	-6	3	6	12	3	-2.8	-5	-1
69	CC1CN(C(=O)c2cc(F)c(F)cc2Cl)CC(C)O1 (configuration not stated)	-11	1	/	1	1	2	-2.4	1	-5
70	COCCOC(=O)C(C#N)c1nc2ccccc2nc1N1CCN(Cc2ccccc2)CC1 (configuration not stated)	-6	-7	11	3	-5	30	-0.1	9	10
71	COc1ccc(CN(C(=O)CNC(=O)c2ccco2)C(C(=O)NC2CCCC2)c2ccco2)cc1 (configuration not stated)	-5	-6	3	-45	12	-5	-0.2	-30	-58
72	COc1ccc(C2C(C(=O)c3sc(C)nc3C)=C(O)C(=O)N2CCN2CCOCC2)cc1 (configuration not stated)	-3	-4	9	4	10	-8	-2.7	12	12
73	Cc1ccc2c(CC(=O)OCn3nnc4ccccc4c3=O)coc2c1	5	-2	22	-2	7	8	-1.6	14	-4
74	CC(=O)Oc1c(S(=O)(=O)c2ccc(C)cc2)c(C)nn1C(C)(C)C	-3	-1	3	4	-18	30	-0.5	7	-5
75	Cn1c(=O)c(C(=O)NC2CCCCCCC2)c(O)c2ccccc21	6	-3	10	2	2	3	-2.3	1	-28
76	CC1=C(C(=O)OC2CCCCC2)C(c2cccnc2)n2nnnc2N1 (configuration not stated)	4	-4	13	-5	5	0	-0.5	-3	-6

Bioassay records (PubChem BioAssay)
